Source: PubChem BioAssay
SW480 rereplic: DNA re-replication induction in SW480 cells; 340,000 compounds, 1.8% hits; SW480 DNA re-replication, Hoechst DNA content imaging, 48 h; Potency, µM (titrated, usually from 46.1 µM), inactives show at the top dose re-replication activation, most hits filed as activators; also: potency is read from the fitted curve at half-maximal effect; % of control where 0% means no effect; nearly all actives have a fitted effect of over 55% in size
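Per well, 250 cells were exposed to pinned compound for 48 hr. Nuclear DNA was visualised with Hoechst (40 min, 37 C) and total object intensity recorded by fluorescence scanning.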
HT1080 IDH1KD tx: toxicity to HT-1080 IDH1 knockdown cells (counter line); HT-1080 IDH1 knockdown viability, ATP luminescence, 48 h; Potency, µM (top dose mostly 46.1 µM), for the others: top-dose activity, negative = toxicity, actives largely listed as cytotoxic; 360,000 compounds, 2% hits; AID 686971;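 also: potency is read from the fitted curve at half-maximal effect; 0% = DMSO wells and -100% = cell-free medium wells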
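Viability of IDH1-knockdown HT-1080 fibrosarcoma cells was assessed by CellTiter-Glo after 48 h at 37 °C with titrated compound; concentration-effect curves were classified by fit quality and response size.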
WRN helicase inh: inhibitors of human WRN helicase. Potency, µM (series often up to 114 µM), inactives show top-dose activity change, negative = inhibition, actives largely listed as inhibitors. Q14191. WRN helicase unwinding, fluorescent forked duplex, kinetic. 360,000 compounds, 0.46% hits; also: potency is read from the fitted curve at half-maximal effect; % is scaled to controls: 0 for no effect and ±100 for the full control effect; nearly all actives have a fitted effect of over 55% in size
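WRN at 20 nM final preincubated with compound 15 min at room temperature; reaction started with 100 nM fluorophore/quencher forked duplex oligonucleotide and 2 mM ATP final. Unwinding followed kinetically by red fluorescence (ex 525, em 598 nm).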
ATXN2 expr inh: reduces ATXN2 reporter expression in HEK-293 cells | AID 1745845 | HEK-293 ATXN2-luciferase reporter, luminescence, 24 h | 360,000 compounds, 0.72% hits | Potency, µM (doses to about 57 µM), for the others: top-dose activity change, negative = inhibition, hits mostly inhibitors; also: potency is read from the fitted curve at half-maximal effect; % is scaled to controls: 0 for no effect and ±100 for the full control effect; nearly all actives have a fitted effect of over 55% in size
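ATXN2-luciferase reporter cells (luciferase flanked by upstream and downstream ATXN2 gene portions) were treated 24 h at 37 °C with compounds at up to 57 uM. SteadyGlo luminescence gave expression; GF-AFC fluorescence gave viability.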
HT1080NT lethal: kills 2HG-producing HT-1080-NT fibrosarcoma cells; HT-1080-NT fibrosarcoma viability, CellTiter-Glo ATP luminescence, 48 h; Potency, µM (highest dose often 46.1 µM), inactives show top-dose activity, negative = less viability, usual class: cytotoxic; 360,000 compounds, 1.6% hits; AID 686970;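 also: NT is the 2HG producing partner of a matched IDH1 knockdown line; potency is read from the fitted curve at half-maximal effect; 0% = DMSO-treated cells and -100% = media-only wells without cells; nearly all actives have a fitted effect of over 55% in size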
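Luminescent CellTiter-Glo readout after 48 hours of compound exposure at 37 degrees C defined viability of HT-1080-NT cells. Activity was normalized to DMSO wells and cell-free media wells; concentration-response curves were fitted and assigned curve classes.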
KB-V1 cytotox: KB-V1 MDR subline cytotoxicity | KB-V1 MDR cells viability, CellTiter-Glo, 72 h | Potency, µM (series often up to 46.1 µM), for inactives: at the highest dose activity change, negative = cytotoxicity, actives largely listed as cytotoxic | AID 1347076 | 400,000 compounds, 3.4% hits; also: potency is read from the fitted curve at half-maximal effect; % is scaled to controls: 0 for no effect and ±100 for the full control effect; nearly all actives have a fitted effect of over 60% in size
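Cytotoxicity toward P-gp-expressing KB-V1 cells was determined as loss of CellTiter-Glo luminescence after 72 h at 37 degrees C. Compounds were tested in quantitative HTS format across a concentration range, with curves fitted to normalized data.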
IL-1B inflam inh: inflammasome signaling inhibition, IL-1 beta readout; AID 743279; THP-1 LPS/ATP IL-1B secretion, AlphaLISA, 16 h; hits give low values; 360,000 compounds, 4.7% hits; activity change, % at 57.5 µM; in the data active = activity change below about -50%; inconclusive = mostly about -30% to -49%; also: % is scaled to controls: 0 for no effect and ±100 for the full control effect
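THP-1 cells pretreated 1 hr with compounds (up to 57.5 uM final), then stimulated with LPS (250 ng/mL final) plus ATP (1.25 mM final); secreted IL-1B measured by AlphaLISA after 16 hr, decreased signal indicating inhibition.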
KB-3-1 cytotox: kills parental KB-3-1 adenocarcinoma cells | KB-3-1 viability, CellTiter-Glo ATP luminescence, 72 h | Potency, µM (top dose mostly 46.1 µM), without a hit: top-dose activity change, negative = cytotoxic, actives largely listed as cytotoxic | 400,000 compounds, 1.4% hits | AID 1347075; also: potency is read from the fitted curve at half-maximal effect; % is scaled to controls: 0 for no effect and ±100 for the full control effect; nearly all actives have a fitted effect of over 60% in size
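Luminescent ATP read-out (CellTiter-Glo) measures survival of drug-naive KB-3-1 cells after 72 h compound exposure at 37 °C. Titration series was screened from lowest to highest concentration, with DMSO vehicle plates as background controls.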
MCF10A rereplic: induces DNA re-replication in MCF 10a normal breast cells; 350,000 compounds, 2.9% hits; MCF 10A DNA re-replication, Hoechst nuclear intensity, 48 h; Potency, µM (titrated, usually from 46.1 µM), for the others: top-dose activity, positive = re-replication, usual class: activators; also: potency is read from the fitted curve at half-maximal effect; % of control where 0% means no effect; nearly all actives have a fitted effect of over 50% in size
The depositor's hits bear a star; ? = inconclusive; . = not tested or not shown; & = joins results of further samples; [ ] = another dose, or the depositor's remark. Unless noted, calls follow the shape of the dose curve; as a rule, active = well fitted curve in the direction sought with a large enough effect; inconclusive = small, poorly fitted or top-dose-only effect, or another doubt; inactive = no such curve, though single readings can be large; an effect the other way counts as inactive or inconclusive.

SMILES	SW480 rereplic	HT1080 IDH1KD tx	WRN helicase inh	ATXN2 expr inh	HT1080NT lethal	KB-V1 cytotox	IL-1B inflam inh	KB-3-1 cytotox	MCF10A rereplic
CC(=O)Nc1cccc(N/C=C(\C=O)c2nc3ccccc3o2)c1	4%	-2%	-16%	40%[activator]	1%	2%	-22	6%	?
O=C(NCc1ccco1)C1c2ccccc2Oc2ccccc21	15%	?	?	5%	-26%	-18%	3	17%	12%
Cn1c(=N)n(CC(O)c2cccc3ccccc23)c2ccccc21 (stereo not drawn)	?	-9%[9.24 µM]	5%	-7%	23µM*	?	?	?	16%
CSc1nnc(C)c(=O)n1COC(=O)COc1ccccc1C	-9%	14%	-16%	5%	10%	-12%	3	2%	-1%
CC(=O)N[C@@H](Cc1c[nH]c2ccccc12)C(=O)NCc1ccccc1	-4%	4%	7%	-5%	-8%	0%	22	5%	1%
COc1ccc(/C=N/Nc2ccc(C(=O)O)cc2)c(OC)c1OC	0%	-1%	5%	51%[activator]	0%	0%	46	6%	12%
CCCCNC(=O)c1onc(CS(=O)(=O)c2ccccn2)c1C(=O)NCCCC	-2%	1%	6%	2%	-1%	-4%	9	8%	14%
CCNC(=S)Nc1cc(C)ccn1	-2%	2%	-25%[57.1 µM]	7%	-3%	-14%	-16	17%	3%
COc1ccc(C2c3[nH]c4ccccc4c3CCN2C(=O)c2cc3ncccn3n2)c(F)c1 (stereo not drawn)	?	?	-12%	29%	-27%	?	-13	?	-43%[inhibitor]
CCCCNC(=O)C[C@@H]1C[C@@]2(C(=O)OCC)CCC=C2N(Cc2cccc3ccccc23)C1=O	.	-13%	-6%	-23%	-3%	?	-1	4%	.
Cc1c(C(=O)Oc2ccc(Cl)cc2)n(C)oc1=O	-2%	0%	7%	1%	1%	26%	47	4%	4%
COc1ccccc1N1CCN(C(=O)CCC(=O)N2CCN(c3ccc(F)cc3)CC2)CC1	?	1%	8%	-32%	0%	-19%	65	-20%	-1%
Cc1ccc(CNC(=O)CCc2cn(C)c3ccccc23)cc1	3%	10%	4%	-3%	16%	13%	0	5%	3%
Cc1ccccc1CN1C(=O)[C@@H]2Cc3c([nH]c4ccccc34)C(C)(C)N2C1=O	0%	.	.	?	.	?	.	?	?
COC(=O)c1ccc(NS(=O)(=O)c2cccc3cccnc23)cc1	10%	-2%	-5%	-3%	1%	7%	3	15%	7%
Cc1cc(S(=O)(=O)N2CCCCC2)ccc1OCC(=O)N1CCOCC1	-5%	-3%	-32%	-10%	-8%	-15%	-5	12%	1%
COc1cccc(CN2CCN(Cc3c(C)nn(C(C)C)c3C)CC2CCO)c1 (stereo not drawn)	-6%	-14%	0%	.	-2%	2%	3	0%	-6%
Cc1ccc(Nc2nc3ccccc3s2)cc1	-2%	-26%	0%	85%[activator]	-16%	-6%	5	2%	3%
COc1cc2[nH]c(=S)nc(NCCc3ccc(C)cc3)c2cc1OC	?	8%	-7%	-39%	4%	-3%	18	8%	23µM*
CN(Cc1ccccc1)C(=O)COC(=O)c1cc(Cl)nc(Cl)c1	-5%	22%	-28%	-6%	6%	1%	22	-1%	-1%
Cc1ccc(-c2noc(CCC(=O)NCCc3ccccc3Cl)n2)cc1	0%	-2%	1%	-19%	0%	-8%	11	1%	?
Cc1cc(=O)[nH]c(NN)n1	?	-1%	3%	-14%	1%	23%	-7	-7%	14%
CCCCCc1nc(-c2nonc2N)no1	-3%	13%	-17%	-3%	12%	20%	0	-2%	3%
CC(Cc1cccnc1)NC(=O)CCc1nnc(-c2ccccc2)o1 (stereo not drawn)	-2%	9%	-5%	15%	3%	0%	6	6%	0%
CCn1c(C)nc2cc(C(=O)NNC(=S)Nc3ccc(C)cc3)ccc21	1%	21%	5%	9%	-1%	12%	-4	-6%	-1%
CC(Sc1nncs1)C(=O)Nc1ccc2c(c1)OCO2 (stereo not drawn)	?	-1%	5%	15%	8%	24%	-11	-19%	-2%
Cc1cc2nc(C)n(CCCNC(=O)Nc3ccccc3)c2cc1C	6%	-6%	-13%	-16%	-9%	23µM*	-6	-23%	19%
C=CCNC(=O)C1CC(=O)N(c2ccc(OCC(=O)Nc3c(C)cccc3C)cc2)C1 (stereo not drawn)	-3%	16%	-1%	0%	17%	2%	14	-7%	-1%
COc1cc(C(=O)Oc2ccc(C(=S)N3CCOCC3)cc2)cc(OC)c1OC	-55%[inhibitor]	-6%	-1%	-12%	-4%	-1%	20	-1%	-4%
CCn1c(SCC(N)=O)nnc1-c1ccc2[nH]c(C)c(C)c2c1	-2%	15%	3%	-1%	19%	21µM*	1	5.8µM*	10%
Cc1cc(NC(=O)COC(=O)C2CSC3(C)CCC(=O)N23)ccc1Br (stereo not drawn)	-1%	12%	-9%	-9%	0%	.	-18	.	11%
CCOc1ccc2nc(N3CCCN(C(=O)Nc4ccccc4C)CC3)c(C#N)cc2c1	?	-3%	-6%	-4%	-4%	18µM*	-14	?	16µM*
Nc1nc2ncc(CNc3ccc(C(=O)N[C@@H](CCC(=O)O)C(=O)O)cc3)nc2c(=O)[nH]1	18%	14%	-17%	-1%&10%	3%	3%	-4	0%	1%
OCCNCC(O)Cn1ccc2ccccc21 (stereo not drawn)	-17%	6%	8%	15%	-1%	?	10	-5%	?
O=C(CCCOc1ccc(Cl)cc1Cl)n1nnc2ccccc21	-2%	-5%	7%	-27%	2%	2%	0	4%	-2%
CCCCNc1ncnc2c1cnn2-c1ccc(C)cc1C	-1%	1%	-1%	8%	0%	-12%	-12	-22%	4%
COc1ccccc1NS(=O)(=O)c1cccc(C(=O)NNC(=O)c2ccc(O)c(Cl)c2)c1	2%	0%	-21%	-6%	2%	0%	25	?	13%
O=S(=O)(NC(=NC1CCCCC1)c1ccccc1)c1ccc(F)cc1	4%	9%	-2%	-1%	11%	0%	-10	0%	-3%
O=C(c1cc(F)ccc1F)C1CCCN(C(=O)CCCN2CCCCC2=O)C1 (stereo not drawn)	2%	1%	-5%	.	7%	-4%	-8	4%	2%
CN(C)S(=O)(=O)c1cccc(NC(=S)N/N=C/C(c2ccccc2)c2ccccc2)c1	0%	14%	-11%	5%	-3%	21µM*	1	2%	6%
Cc1ccc2nc(CSc3nnc(Cc4cccs4)n3C3CCCCC3)cc(=O)n2c1	10%	11%	3%	-9%	6%	-1%	-24	0%	-7%
O=C(O)CC(NC(=O)CCC1CCCCC1)c1cc([N+](=O)[O-])ccc1Cl (stereo not drawn)	-6%	16%	-4%	-19%[11.3 µM]	13%	?	31	-7%	-3%
Cc1cc(OCC(=O)OCC(=O)N2CCc3ccccc32)ccc1Cl	1%	2%	-4%	.	6%	-22%	10	0%	12%
COc1cc(OC)cc(C(=O)Nc2cccc(NC(=O)c3ccccc3)c2)c1	1%	-2%	-12%[57.1 µM]	-14%	-20%	-14%	-3	2%	0%
O=C(Cc1cccs1)N1CCN(S(=O)(=O)c2ccc(F)c(F)c2)CC1	-18%	-1%	6%	-3%	2%[9.24 µM]	-7%	0	-6%	-1%
Cc1csc(SCC(=O)Nc2sc3c(c2C#N)CCC3)n1	?	-24%	-21%	5%	-3%	-6%	8	?	?
Cc1ccccc1NS(=O)(=O)c1ccc(C(=O)NN2CCCCC2)cc1	-4%	1%	-27%	-4%	0%	-9%	0	7%	13%
Cc1nnc2n1N=CC=C(c1ccccc1)S2	-17%	1%	-4%	.	15%	?	-91*	?	17%
COc1ccc(-c2nn(-c3ccccc3)cc2/C=C2/SC(=S)N(CCC(=O)O)C2=O)cc1	3%	-9%	50µM*	16%	-4%	0%	?	-20%	-4%
COC(=O)CC1C(=O)NCCN1C(=O)c1oc2c(C)c(C)ccc2c1C (stereo not drawn)	.	0%	-9%	.	16%	?	5	?	.
Cc1cccc(C)c1NC(=O)C(c1ccccc1)N1CCN(c2ccc(F)cc2)CC1 (stereo not drawn)	.	5%	4%	14%	5%	11%	7	0%	.
O=C(CSc1nncs1)Nc1ccc2c(c1)OCO2	12%	4%	-3%	.	4%	0%	-14	2%	1%
O=[N+]([O-])c1ccc(Cl)cc1NCCCN1CCOCC1	-12%	0%	3%	.	-13%	19%	4	-5%	-3%
CC(=O)N1CCc2cc(S(=O)(=O)Nc3ccc(C)cc3)ccc21	-4%	-7%	0%	20%	-12%	?	33	-20%	4%
CC1CC(C)CN(C(=O)C(C)N2CCN(S(=O)(=O)c3ccccc3F)CC2)C1 (stereo not drawn)	0%	2%	0%	-9%	3%	-2%	8	2%	11%
CCC1=C(OC(=O)N(CC)CC)N2C(=O)OC(=NCCc3c[nH]c4ccccc34)[C@]2(Cc2ccccc2)[C@H]2C1=CC[C@H]1C(=O)N(c3ccccc3)C(=O)[C@H]12	-2%	-20%	-3%	?	3%	-6%	-29	-6%	26%
CCOC(=O)Nc1ccc2c(c1)N(C(=O)CCN1CCN(CCO)CC1)c1ccccc1S2	2%	-19%	-5%	4%	-18%	22%	0	0%	9%

Complete entries, looked up by structure. Order of screens: SW480 rereplic	HT1080 IDH1KD tx	WRN helicase inh	ATXN2 expr inh	HT1080NT lethal	KB-V1 cytotox	IL-1B inflam inh	KB-3-1 cytotox	MCF10A rereplic
CCC1=C(OC(=O)N(CC)CC)N2C(=O)OC(=NCCc3c[nH]c4ccccc34)[C@]2(Cc2ccccc2)[C@H]2C1=CC[C@H]1C(=O)N(c3ccccc3)C(=O)[C@H]12 across the screens: -2%	-20%	-3%	?	3%	-6%	-29	-6%	26%
Cc1csc(SCC(=O)Nc2sc3c(c2C#N)CCC3)n1 across the screens: ?	-24%	-21%	5%	-3%	-6%	8	?	?

Rows are unselected; 12% or so of the library scored in one or more.
